VIM-2 inhibitor: inhibitors of Pseudomonas aeruginosa VIM-2 metallo-beta-lactamase. purified VIM-2, nitrocefin hydrolysis, epi-absorbance fluorescence. inhibition, % at 5.6 µM. 290,000 compounds, 0.89% hits. AID 1527;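 active means inhibition above the mean of all tested compounds plus 3 SD, cutoff set per screening run, cut at about 7.5% in these data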;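 further: red hydrolysis product quenches plate fluorescence so inhibitors raise well fluorescence; 0% = enzyme with DMSO and 100% = DMSO without enzyme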
HCV NS3 hel inh: blocks Hepatitis C virus NS3 helicase unwinding | AID 1800 | 290,000 compounds, 0.56% hits | inhibition, % at 10.9 µM | NS3 helicase DNA unwinding, Cy5 molecular beacon fluorescence;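 active means inhibition above the mean of all tested compounds plus 3 SD, set per campaign, cut at about 35% in these data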;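 further: 0% = DMSO wells and 100% = thioflavine S control wells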
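Compound dosing – single dose, 10.9 µM nominal final, DMSO 0.8% final · System – NS3 helicase fragment of HCV · Buffer or medium – MOPS pH 6.5, MgCl2, DTT, Tween20, BSA · Signal – Cy5 beacon fluorescence read at start and 1 h · Also added – annealed dual-labelled DNA beacon duplex, ATP-started · Schedule – 1 h at 25 °C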
SUMO HTRF inh: inhibitors of human SUMOylation (UBC9); P63279; HTRF SUMOylation assay, SAE1/SAE2 + UBC9, in vitro; inhibition, % at 35 µM; 290,000 compounds, 0.36% hits; in the data active means inhibition above about 50%, passing the limit was not always enough; further: strong numbers were not always called active
Target sequence (P63279 whole entry, looked up): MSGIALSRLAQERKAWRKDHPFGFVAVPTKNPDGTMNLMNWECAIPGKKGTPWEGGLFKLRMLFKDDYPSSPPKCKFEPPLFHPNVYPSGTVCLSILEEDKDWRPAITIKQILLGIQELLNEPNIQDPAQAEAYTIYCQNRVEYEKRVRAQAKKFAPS
IDE cell activ: IDE (human) activation, cell-based. P14735. 340,000 compounds, 0.073% hits. AID 493087. HEK cells, FAbeta-B cleavage, fluorescence polarization; 0% vehicle, 100% cell-free pure enzyme wells. activation, % at 5.96 µM;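 active means activation above the mean of all tested compounds plus 3 SD, set per screening campaign, cut at about 17% in these data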
IDE inh: inhibits human insulin-degrading enzyme in HEK cells; AID 434962; FAbetaB cleavage, fluorescence polarization; inhibition, % at 5.59 µM; 320,000 compounds, 0.41% hits; P14735;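 active means percent inhibition above the average of all tested compounds plus 3 SD, set per screening campaign, cut at about 16% in these data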;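 further: IDE supplied by intact live HEK cells; FP after avidin binding of uncleaved biotin substrate so inhibition keeps polarization high; 0% = DMSO wells and 100% = 60 µM reference IDE inhibitor Ii1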
IMP-1 inhibitor: inhibitors of Pseudomonas aeruginosa IMP-1 metallo-beta-lactamase; purified IMP-1, nitrocefin hydrolysis, epi-absorbance fluorescence; inhibition, % at 5.6 µM; 290,000 compounds, 0.45% hits; AID 1556;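 active means inhibition above the mean plus 3 SD of all compounds in the same screening run, cut at about 4.5% in these data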;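 further: 0% = IMP-1 with DMSO and 100% = DMSO wells lacking enzyme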
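Assay system: purified recombinant IMP-1 beta-lactamase. Input: IMP-1 0.2 nM before substrate addition. Buffer or medium: Zinc- and detergent-supplemented HEPES buffer, pH 7.1. Schedule: 25 °C, 15 min preincubation, 25 min reaction. Signal: Epi-absorbance fluorescence, 480 nm excitation, 530 nm emission. Evaluation: percent inhibition from optical density relative to buffer-blank wells.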
p-CIP stab down: p/CIP protein destabilization; decrease of EGFP signal, % at 10 µM; 290,000 compounds, 0.01% hits; AID 1984; F442A p/CIP-EGFP cells, EGFP fluorescence, 16 h;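 active means EGFP signal decrease of at least 30% at 10 µM or well 3 SD below plate mean, unless failing retest; inactive means the rest, including hits failing retest or dose response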; further: some compounds called inactive have numbers as strong as hits; many of its hits are not listed in these tables
CRFR2-BP antag: CRF-BP/CRF-R2 complex antagonism; HEK293 CRF-R2/CRF-BP, CRF-induced calcium fluorescence; inhibition, % at 11.8 µM; 350,000 compounds, 0.59% hits;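 active means inhibition of the ligand-induced calcium signal above about 50% at the single tested concentration, limit read from the data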
GalR3 antagonist: antagonists of human GalR3 | AID 651719 | 360,000 compounds, 0.44% hits | O60755 | HEK293 GalR3-CNG cAMP membrane potential fluorescence; galR3 body fused to GalR1 C-terminus | inhibition, % at 3 µM;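 active means inhibition above the screen-wide average plus 3 SD, cut at about 13% in these data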;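 further: forskolin and galanin both at EC90 stimulate the cells; cAMP rise reported by CNG channel membrane potential dye signal; 0% = forskolin plus galanin with DMSO and 100% = forskolin alone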
Target sequence (O60755 1-299 limits assumed): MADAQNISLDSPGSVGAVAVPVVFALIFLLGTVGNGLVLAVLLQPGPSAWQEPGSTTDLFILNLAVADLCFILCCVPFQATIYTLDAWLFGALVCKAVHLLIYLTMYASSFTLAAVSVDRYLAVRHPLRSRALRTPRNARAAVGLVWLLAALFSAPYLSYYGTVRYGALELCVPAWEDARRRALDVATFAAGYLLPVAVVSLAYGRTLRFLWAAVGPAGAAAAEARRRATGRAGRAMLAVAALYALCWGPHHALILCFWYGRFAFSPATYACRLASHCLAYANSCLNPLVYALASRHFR
* marks the source's active call; other numbers are inactive results; . = not tested or not shown.

SMILES	VIM-2 inhibitor	HCV NS3 hel inh	SUMO HTRF inh	IDE cell activ	IDE inh	IMP-1 inhibitor	p-CIP stab down	CRFR2-BP antag	GalR3 antagonist
CCC(O)c1cc2c(cc1NC(=O)c1ccc(C)cc1)OCCO2 (stereo not given)	-2.5	-14.6	1.1	-1.8	0.3	-3.0	1.3	-20.7	0.8
COc1ccc(C(=O)NCc2cccnc2)cc1Br	-3.5	-0.6	-6.2	8.6	3.3	-3.2	12.4	9.6	-4.8
COc1ccccc1CNC(=O)COC(=O)CSc1ccc(Cl)cc1	.	.	.	-1.6	-7.8	.	.	-4.5	-5.5
CC(C)(C)n1ncc(Oc2ccccc2[N+](=O)[O-])c(Cl)c1=O	-3.3	0.8	1.2	-0.5	1.2	-2.9	4.3	9.9	-2.5
O=C(NCc1cccc(Cl)c1)NCc1cccc(Cl)c1	1.1	2.2	-9.2	6.1	0.1	-1.3	1.7	12.3	-3.3
CC1CCC(C(C)C)C(OCC(O)CNC(C)c2ccccc2)C1 (stereo not given)	-1.8	-54.9	-10.4	12.7	-2.1	-0.9	4.1	-26.1	-13.2
CC(C)C[C@@H](CC#N)N1CCN(CCc2ccccc2)CCC1=O	-2.0	-1.6	4.4	1.3	1.3	-2.9	2.1	3.5	-5.0
CCN1C(=O)c2ccc(C(=O)Nc3nccs3)cc2C1=O	-2.9	0.6	13.0	3.6	-2.8	-2.9	4.0	-1.5	-1.5
COc1cc(=O)[nH]c(SC(C)C(=O)Nc2cccc3ccccc23)n1 (stereo not given)	-3.1	-14.8	12.3	0.5	0.0	-0.8	-2.7	5.7	-7.5
O=C(NCCc1ccccc1)c1cc2sccc2n1Cc1ccccc1	-2.3	15.6	-29.7	-2.4	0.7	-0.9	2.4	6.1	-3.5
O=S(=O)(Nc1ccccc1)c1ccc(-c2cnc(C3CC3)o2)cc1	-1.8	-17.6	7.4	-4.8	-2.8	-1.5	-3.2	-16.4	-8.8
CC1=CCC(C(=O)O)(C(=O)N/N=C/c2cccs2)C(c2ccc(Cl)cc2)C1 (stereo not given)	15.0*	26.0	5.0	3.1	-0.2	-0.6	-2.5	1.1	1.2
CC1(C)Cc2c(C#N)c(N3CCN(C(=O)c4ccccc4)CC3)nc(-c3ccco3)c2CS1	-7.4	22.8	11.8	-2.0	0.1	-4.0	-13.4	-5.8	-2.0
O=C(CNC(=O)c1ccccc1)N/N=C/c1ccccc1Cl	-3.9	7.7	2.4	0.2	3.7	-2.7	-2.8	-3.2	-7.9
O=C(O)CSc1cccc2cccc(C(=O)O)c12	-0.9	11.9	-13.3	7.1	1.9	-4.3	-5.9	-8.7	4.7
O=C(Nc1ccc(S(=O)(=O)NC2=NCCCCC2)cc1)c1ccc(=O)[nH]c1	0.3	4.0	1.6	-4.1	2.4	-2.7	-8.4	1.5	-6.0
CC1CCCC(NC(=O)c2nn(C)c3c2CS(=O)(=O)c2ccccc2-3)C1C (stereo not given)	-1.6	0.4	0.5	-1.9	3.9	-3.0	6.1	-15.3	2.1
COc1ccc(Cl)cc1S(=O)(=O)n1c([N+](=O)[O-])cnc1C	-4.0	-7.4	-0.4	-0.8	4.8	-1.6	-6.3	-19.2	-9.6
COc1cc2c(cc1OC)CN(CCOc1ccc(Br)cc1)CC2	-1.2	-24.3	14.6	-0.9	0.5	-1.0	-9.8	19.4	-3.4
FC(F)(F)c1cccc(NC(=S)Nc2cccc(Cl)c2)c1	-6.0	2.5	6.9	7.3	0.8	-1.1	5.5	1.7	-4.4
Cc1ccccc1OCC(=O)NCC(c1ccco1)N1CCCCC1 (stereo not given)	-0.4	-7.4	-1.8	6.8	0.6	-1.6	5.1	-18.9	-0.1
O=C(/C=C/c1cccc(F)c1)NNC(=O)c1ccncc1	.	.	.	4.8	-1.2	.	.	2.0	-4.2
Cc1nc(SCC(=O)Nc2cc(C)on2)c2c(C)c(C)sc2n1	-1.1	7.7	-65.1	-3.3	9.6	-1.3	-16.1	4.2	-4.8
CC(C)(C)C(=O)Nc1ccc(S(=O)(=O)NC2=NCCCCC2)cc1	.	.	.	0.7	0.2	.	.	-0.8	-5.8
CC(=O)Nc1ccc(NC(=O)CNC(=O)c2sc3ccccc3c2Cl)cc1	.	.	.	4.0	0.1	.	.	7.8	-2.4

The closing five compounds of the section above open the next one.
SMILES	VIM-2 inhibitor	HCV NS3 hel inh	SUMO HTRF inh	IDE cell activ	IDE inh	IMP-1 inhibitor	p-CIP stab down	CRFR2-BP antag	GalR3 antagonist
Cc1ccccc1OCC(=O)NCC(c1ccco1)N1CCCCC1 (stereo not given)	-0.4	-7.4	-1.8	6.8	0.6	-1.6	5.1	-18.9	-0.1
O=C(/C=C/c1cccc(F)c1)NNC(=O)c1ccncc1	.	.	.	4.8	-1.2	.	.	2.0	-4.2
Cc1nc(SCC(=O)Nc2cc(C)on2)c2c(C)c(C)sc2n1	-1.1	7.7	-65.1	-3.3	9.6	-1.3	-16.1	4.2	-4.8
CC(C)(C)C(=O)Nc1ccc(S(=O)(=O)NC2=NCCCCC2)cc1	.	.	.	0.7	0.2	.	.	-0.8	-5.8
CC(=O)Nc1ccc(NC(=O)CNC(=O)c2sc3ccccc3c2Cl)cc1	.	.	.	4.0	0.1	.	.	7.8	-2.4
O=C(Nc1nc(-c2ccccn2)cs1)C12CC3CC(CC(O)(C3)C1)C2	-1.9	-7.6	-3.0	-0.6	1.5	-2.4	4.5	-0.7	-4.7
CN1C(=O)Cc2cc(S(=O)(=O)Nc3ccc(N4CCOCC4)cc3)ccc21	-2.5	3.6	-4.4	5.2	2.5	-3.4	10.0	13.1	3.7
CCn1c(=O)c2sccc2n(CC(=O)NC2CCCC2)c1=O	-3.7	-3.8	-9.2	-1.6	-0.1	-1.9	4.5	-2.8	-7.5
Cc1cccc2cc(C3CC(c4cccs4)=NN3S(C)(=O)=O)c(Cl)nc12 (stereo not given)	1.0	-15.3	19.1	0.2	4.0	-1.0	-17.4	2.6	-8.2
Cc1ccc2sc(NC(=O)c3ccc(N4C(=O)CCC4=O)cc3)nc2c1C	-2.8	3.4	33.1	-1.7	1.0	-0.6	-6.7	-1.2	-0.3
CC(C)CN(C(=O)COC(=O)c1ccc([N+](=O)[O-])o1)C1CCS(=O)(=O)C1 (stereo not given)	1.0	2.4	-2.4	2.0	2.0	-0.1	5.9	-10.2	-4.0
O=C(Cn1nnc(-c2ccccc2F)n1)Nc1ccc(S(=O)(=O)NC2CCCC2)cc1	1.0	-18.0	9.8	-3.5	3.7	5.0*	5.3	-14.1	-8.2
O=c1cc(O)n(-c2ccccc2)c(=S)[nH]1	-1.8	-4.7	2.4	-2.9	-0.3	-1.6	-2.4	14.2	-4.9
CC(C)(C)NC(=S)NNC(=O)c1ccccc1Cl	-2.3	-8.4	-4.3	4.3	5.5	-5.2	2.0	17.8	-4.7
O=[N+]([O-])c1ccc(N2CCN(CC3CCCCC3)CC2)cc1	-2.8	2.5	-8.3	5.6	2.5	-2.6	4.0	-6.2	-4.6
O=C(CN1C(=O)C(=O)N(C2CCCC2)C1=O)Nc1ccc(N2CCOCC2)cc1	-0.7	6.9	3.5	4.0	4.0	-2.3	-3.0	6.2	-2.7
COc1ccc([N+](=O)[O-])cc1N(CC(=O)N1CCCC1)S(C)(=O)=O	-1.8	-9.9	8.8	8.6	0.8	-3.0	0.9	-4.0	-2.6
COc1ccc(CCC(=O)N2CCc3ccccc32)cc1	-1.3	-5.6	6.7	-3.4	5.9	-3.1	-15.1	9.7	-4.5
Cc1ccc(C)c(S(=O)(=O)Nc2nc3ccc(S(N)(=O)=O)cc3s2)c1	-0.8	7.8	18.9	-1.8	-1.2	-2.6	-5.7	9.3	-2.8
Cc1ccc(C)c(OCCCCN2CCCCC2)c1	-1.3	1.8	8.4	0.5	-0.1	-1.1	2.9	7.2	-9.2
COc1ccccc1NS(=O)(=O)c1cccc(C(=O)N/N=C(\C)c2ccc3c(c2)OCCO3)c1	-2.5	6.2	6.6	6.3	-6.1	-3.5	-10.1	-34.2	-1.8
Cc1ccc(SCC(=O)O/N=C(\N)c2cccnc2)cc1	-2.4	3.0	11.9	-12.7	5.4	-1.9	-9.7	7.0	.
O=C(N/N=C(\Cc1ncc[nH]1)c1ccccc1)c1ccncc1	-4.5	-6.6	12.9	1.8	-2.5	-4.0	5.8	7.4	-1.4
CC(C(=O)Nc1ccc(F)c(F)c1F)N1CCCCCC1 (stereo not given)	-2.3	1.4	13.8	7.0	8.9	-2.1	-4.6	-12.5	1.6
CN(C)c1ccc(Sc2nnc(NC(=O)Nc3ccc(Cl)cc3Cl)s2)cc1	-2.2	-6.8	-12.3	-2.5	-5.1	-1.8	-2.2	21.6	3.8
CCCN(CC(=O)Nc1ccccc1C)C(=O)CCN1C(=O)c2cccc([N+](=O)[O-])c2C1=O	.	.	.	0.3	5.8	.	.	-3.5	-3.7
Cc1sc2ncnc(N3CCC(C(=O)Nc4nc(-c5ccc(F)cc5)cs4)CC3)c2c1C	.	.	.	-3.5	0.5	.	.	15.1	-1.4
COc1ccc(-c2nc(CNS(=O)(=O)c3cc(OC)ccc3OC)cs2)cc1	-0.4	-2.1	14.5	-3.4	5.8	-3.0	-10.1	-40.1	.
CC12c3ccccc3C(c3ccccc31)C1C(=O)N(c3cccnc3)C(=O)C12 (stereo not given)	0.0	0.6	22.0	-2.1	8.5	0.5	-18.8	-3.8	-2.4
O=C(COc1ccccc1[N+](=O)[O-])NCC1(N2CCOCC2)CCCCC1	.	.	.	3.0	1.6	.	.	2.6	-0.3
COc1ccc(C(=O)CC(=O)C(=O)Nc2cc([N+](=O)[O-])ccc2OC)cc1	-8.8	12.6	20.7	-1.2	3.0	-4.1	-4.5	14.5	.
CN(C)C(=O)CS(=O)(=O)c1ccc(Cl)cc1	-0.7	19.3	-2.9	2.0	1.4	-2.9	-2.9	-11.6	-6.1
CCN1CCCC1CNC(=O)c1[nH]c2ccc(OC)cc2c1C (stereo not given)	-1.6	-53.7	11.2	2.1	1.3	-1.7	1.2	-7.2	-10.7
CC(C)C[C@@H](CO)N1CCN(Cc2ccc(O)cc2)CCC1=O	-4.0	11.0	-3.7	2.5	0.0	-3.8	-3.9	-4.0	0.1
Cc1ccccc1CSCC(=O)NCc1ccco1	-1.1	2.1	8.2	0.9	-3.6	-2.4	-15.4	2.4	-2.1

Screens: PubChem, several laboratories
